Tb MetRS inh: blocks T. brucei methionyl-tRNA synthetase activity; purified T. brucei MetRS, ATP depletion, Kinase-Glo luminescence; AID 624268; 360,000 compounds, 0.4% hits; inhibition, % at 11.9 µM;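 active = inhibition above a per-plate cutoff of the control wells' mean inhibition plus 3 SD, cut at about 5.5% in these data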;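 also: 0% = DMSO wells median and 100% = median of wells with control inhibitor compound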
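Material – parasite MetRS enzyme · Medium – HEPES-MgCl2-KCl buffer plus DTT, spermine, BSA, pyrophosphatase · Reagent – ATP, methionine and E. coli bulk tRNA substrates · Times – 15 min enzyme-compound preincubation, 2 h reaction, 10 min detection, 25 °C · Measured by – luminescence of leftover ATP · Evaluation – percent inhibition relative to median high and low control wells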
SKN-1 inh: C. elegans SKN-1 inhibition | C. elegans VP596 Pgst-4::GFP/RFP ratio, acrylamide-induced, 24 h | inhibition, % at 21.8 µM | 360,000 compounds, 0.49% hits | AID 624304;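 active = interference check ratio from 0.5 to 1.5 plus GFP to RFP signal ratio inhibition reaching or exceeding a fixed threshold, cut at about 30% in these data, passing the limit was not always enough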; also: some compounds called inactive have numbers as strong as hits
MsrA act: activates bovine MsrA enzyme. purified bovine MsrA, absorbance read-out. activation, % at 10.6 µM. 360,000 compounds, 0.3% hits. AID 602163; in the data active = activation above about 7.5%;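 also: 0% = vehicle and 100% = reference activator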
MsrA inh: inhibitors of bovine MsrA; purified bovine MsrA, absorbance read-out; inhibition, % at 15.5 µM; 360,000 compounds, 0.75% hits; in the data active = inhibition above about 4.5%;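 also: 0% = vehicle wells with enzyme and 100% = reference inhibitor wells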
MT1-MMP act inh: inhibitors of human MT1-MMP activation | HT1080 RFP-PRO-GFP cells, GFP/RFP ratio fluorescence, overnight; percent of plate control window, DMSO zero | GFP/RFP ratio change, % at 20 µM | 360,000 compounds, 0.061% hits | AID 651647;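 active = GFP/RFP ratio change of at least 30% with cell ATP level not reduced by more than half and red fluorescence within 50% of control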; also: strong numbers were not always called active
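Assay system: HT1080 RFP-PRO-GFP cells. Benchmarks: DMSO vehicle wells and RFP-L50D-GFP reporter cell wells. Times: overnight cell settling, then overnight compound exposure, 37 °C, 5% CO2. Compound: 20 µM single dose, 1% DMSO. Read-out basis: GFP/RFP fluorescence ratio.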
FAS-TE inh: FAS thioesterase (human) inhibition; recombinant FAS-TE, OMFH fluorogenic substrate, fluorescence endpoint; 360,000 compounds, 0.67% hits; P49327; inhibition, % at 15 µM;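 active = compounds whose normalised, plate-corrected inhibition of enzyme fluorescence in the single-dose primary screen is 50% or more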;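 also: 0% = DMSO with enzyme and 100% = substrate without enzyme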
CendR NRP1 mod: modulators of CendR peptide binding to human neuropilin-1. 360,000 compounds, 0.85% hits. O14786. inhibition, % at 25 µM. AID 602438. FAM-RPARPAR peptide binding to NRP-1, fluorescence polarization;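 active = inhibition or corrected inhibition above about 18%, plus a signal ratio from 0.5 to 1.5, limit read from the data, passing the limit was not always enough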; also: strong numbers were not always called active
Target sequence (O14786 whole entry, looked up): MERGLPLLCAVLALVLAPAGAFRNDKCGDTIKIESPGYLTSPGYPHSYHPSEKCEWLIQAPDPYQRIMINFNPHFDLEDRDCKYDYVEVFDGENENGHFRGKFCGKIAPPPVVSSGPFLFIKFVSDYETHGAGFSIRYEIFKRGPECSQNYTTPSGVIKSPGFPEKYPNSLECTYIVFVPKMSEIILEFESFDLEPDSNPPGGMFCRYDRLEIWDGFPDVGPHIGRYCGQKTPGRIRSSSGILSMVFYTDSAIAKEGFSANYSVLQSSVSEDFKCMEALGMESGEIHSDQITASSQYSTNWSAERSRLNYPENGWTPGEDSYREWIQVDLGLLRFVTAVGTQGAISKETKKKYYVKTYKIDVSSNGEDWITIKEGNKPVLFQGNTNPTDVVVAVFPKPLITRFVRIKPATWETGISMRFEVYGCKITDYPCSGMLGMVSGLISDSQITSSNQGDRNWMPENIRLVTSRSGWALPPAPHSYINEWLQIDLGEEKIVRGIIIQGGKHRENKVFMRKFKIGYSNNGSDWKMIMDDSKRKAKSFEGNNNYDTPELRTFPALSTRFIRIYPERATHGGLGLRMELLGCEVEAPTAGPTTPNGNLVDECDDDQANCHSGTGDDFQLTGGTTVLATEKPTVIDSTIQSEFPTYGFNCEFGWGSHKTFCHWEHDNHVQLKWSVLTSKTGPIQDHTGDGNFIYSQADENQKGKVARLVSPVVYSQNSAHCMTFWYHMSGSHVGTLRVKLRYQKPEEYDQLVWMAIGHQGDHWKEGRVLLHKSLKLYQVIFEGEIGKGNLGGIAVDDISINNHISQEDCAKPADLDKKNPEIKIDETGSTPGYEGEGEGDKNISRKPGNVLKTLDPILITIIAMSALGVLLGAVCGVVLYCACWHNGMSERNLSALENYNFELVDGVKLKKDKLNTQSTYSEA
E coli Lon inh: inhibitors of E. coli Lon protease; P0A9M0; 360,000 compounds, 0.42% hits; inhibition, % at 7.94 µM; purified E. coli Lon protease, fluorescence polarization; AID 602123; in the data active = inhibition above about 13%, passing the limit was not always enough;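 also: 0% = enzyme with probe and DMSO and 100% = no enzyme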
MLLE-PAM2 inh: inhibitors of microRNA-mediated deadenylation, human PABP1 MLLE binding | P11940 | GST-MLLE / FITC-PAM2 fluorescence polarization | inhibition, % at 20 µM | 360,000 compounds, 0.36% hits | AID 588489; in the data active = inhibition above about 35%, passing the limit was not always enough;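 also: plate controls were DMSO wells with GST-MLLE for no effect and wells lacking GST-MLLE protein for full effect; some results filed as inactive read as strong as hits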
Active calls of the source: *; . = no result given.

SMILES	Tb MetRS inh	SKN-1 inh	MsrA act	MsrA inh	MT1-MMP act inh	FAS-TE inh	CendR NRP1 mod	E coli Lon inh	MLLE-PAM2 inh
CC(C)Sc1nc2c([nH]1)c(=N)ncn2Cc1ccccc1	-1.5	-5.3	-8.2	0.2	2.0	-8.9	-19.1	3.7	-1.4
COc1ccc2[nH]c3c(=O)n(CCCC(=O)NC4CCC(C)CC4)c(=S)[nH]c3c2c1 (stereo not given)	-0.3	9.5	-0.3	-0.2	-2.4	-9.5	-4.6	5.1	-51.1
CC(=O)Nc1c(Cl)c(Cl)c2c(c1Cl)Cc1cc(Cl)ccc1-2	-0.1	3.7	-2.6	-0.8	-2.2	-2.8	1.7	2.5	-0.7
CCOC(=O)C1=C(O)C(Nc2nccs2)(C(F)(F)F)N=C1C (stereo not given)	-0.9	27.6	-0.4	-0.4	2.3	-6.8	0.3	7.4	18.4
CNC(=O)Nc1cc(C(C)(C)C)no1	-1.2	4.1	-9.1	0.9	0.6	-9.3	-1.2	-7.8	-6.1
CCn1c(C)c(C(C)=O)c(N2CCN(c3ccc(F)cc3)CC2)nc1=S	-0.6	-3.7	-10.3	0.6	-1.2	-6.3	-6.8	-13.7	13.7
CCOc1ccc(NC(=O)CN(C)C(=O)Cc2ccsc2)cc1OCC	-0.6	-1.7	-11.0	0.2	4.1	-4.1	8.1	1.6	14.0
CC1CSC(N(C(=O)c2ccc(S(C)(=O)=O)cc2)c2ccc(Cl)cc2)=N1 (stereo not given)	-0.2	4.4	-2.3	-1.2	0.3	0.7	9.5	5.1	2.9
COc1cc(/C=C/C(=O)OCC(=O)Nc2ccc(S(=O)(=O)N3CCCC3)cc2)ccc1O	-0.4	0.3	-10.3	1.5	7.7	1.2	2.1	-7.9	-12.1
Cc1ccc(-n2nnnc2CCl)cc1	-0.9	-14.1	-7.6	0.3	-1.1	-9.3	11.4	3.5	7.2
CCc1ccc(C(C)NC(=S)NC2CCCCC2)cc1 (stereo not given)	-0.5	10.9	-2.8	.	1.0	13.3	6.0	4.6	-24.4
O=C(CN1CCCCCC1=O)OCc1ncc(-c2ccccc2)o1	-0.2	-21.6	-4.4	-1.1	0.3	-3.8	2.6	5.8	6.4
CC(OC(=O)c1cc(=O)[nH]c2ccccc12)C(=O)NC1CCCC1 (stereo not given)	-0.3	-8.4	-5.5	1.5	5.5	-5.9	-1.0	-0.3	4.0
CCC(=O)N1CCc2cc(S(=O)(=O)N3CCCCC3CC)ccc21 (stereo not given)	-0.7	-5.8	-1.0	-1.1	-4.1	32.9	-9.4	2.1	7.9
CC(C)C[C@@H](COc1ccccc1)N1CCN(CCc2ccccc2)CCC1=O	0.2	11.9	-0.7	-0.5	-1.6	22.1	36.4*	-0.8	-2.4
CN1CCC(N(C)S(=O)(=O)c2ccc(NC(=O)COc3ccc(Br)cc3Cl)cc2)CC1	-0.5	8.8	-5.8	-0.4	4.5	-1.4	-5.2	6.0	-84.3
O=C1CCCC(O)=C1N=Nc1ccc(Cl)c(Cl)c1	2.9	-4.0	-1.6	4.0	1.1	4.6	1.8	0.6	12.5
O=C(Nc1ccc(C(=O)N2CCCCC2)cc1)C1CCCC1	-0.9	-3.0	-4.7	-1.0	0.7	-5.1	-3.8	-3.1	4.7
O=C(CN1C(=O)NC2(CCCCC2)C1=O)NCCc1ccc(Cl)cc1Cl	0.6	6.7	3.8	-1.0	2.3	4.4	8.4	5.7	-9.8
O=C1CCC(=O)N1c1ccccc1OS(=O)(=O)c1ccccc1	-0.2	-10.9	-6.5	0.0	1.5	-4.4	0.6	-4.5	-11.5
CC(C)c1ccc(N2C(=O)CC(Sc3ncn[nH]3)C2=O)cc1 (stereo not given)	-1.6	15.4	-4.2	0.5	6.5	-28.0	5.1	-0.7	30.3
O=C(Cc1ccsc1)N1CCN(S(=O)(=O)c2ccccc2F)CC1	-0.5	-22.4	-6.8	3.0	3.4	-0.7	-18.3	0.0	3.2
OC1c2cc(Br)ccc2N=C2CCCN21 (stereo not given)	-0.5	1.6	1.2	-1.2	-9.0	12.7	9.6	-6.5	13.4
O=C(COC(=O)CCc1ccc(S(=O)(=O)N2CCOCC2)cc1)Nc1ccccc1[N+](=O)[O-]	-0.3	1.4	-3.6	-0.4	1.8	24.8	11.6	4.8	-2.4
O=S(=O)(Nc1ncccn1)c1ccc(F)cc1	-1.1	-9.6	-12.8	-1.0	-4.2	-6.0	2.5	-3.1	-5.7
Cn1ccnc1C(=O)c1cc(SCC(=O)N2CCOCC2)nc2ccccc12	-0.6	-7.3	-4.8	2.2	2.8	-4.5	-3.0	3.0	-12.4
O=C(Nc1nc2c(s1)CCCC2)c1cccc(S(=O)(=O)N2CCCc3ccccc32)c1	-1.1	-4.1	-8.2	0.8	-3.2	40.5	16.2	-3.2	-2.1
COc1cc(NC(=O)c2ccc(-c3cccc([N+](=O)[O-])c3)o2)ccc1NC(=O)C(C)C	0.2	23.5	-3.1	0.9	-1.4	10.4	11.4	-1.3	-0.3
COc1cccc(CN2CCNC(=O)C2CC(=O)N(C)C2CCCCC2)c1 (stereo not given)	-0.4	11.8	-2.4	0.3	-2.5	-3.4	3.5	-1.6	1.8
CCOC(=O)N1CCN(C(=O)Nc2ccccc2)CC1	-0.8	-8.0	-5.4	1.1	6.2	-6.1	-0.7	-4.0	8.0

Part of the list above in another layout:
SMILES,Tb MetRS inh,SKN-1 inh,MsrA act,MsrA inh,MT1-MMP act inh,FAS-TE inh,CendR NRP1 mod,E coli Lon inh,MLLE-PAM2 inh
COc1cc(NC(=O)c2ccc(-c3cccc([N+](=O)[O-])c3)o2)ccc1NC(=O)C(C)C,0.2,23.5,-3.1,0.9,-1.4,10.4,11.4,-1.3,-0.3
O=S(=O)(Nc1ncccn1)c1ccc(F)cc1,-1.1,-9.6,-12.8,-1.0,-4.2,-6.0,2.5,-3.1,-5.7
Cn1ccnc1C(=O)c1cc(SCC(=O)N2CCOCC2)nc2ccccc12,-0.6,-7.3,-4.8,2.2,2.8,-4.5,-3.0,3.0,-12.4

(cont.)
SMILES	Tb MetRS inh	SKN-1 inh	MsrA act	MsrA inh	MT1-MMP act inh	FAS-TE inh	CendR NRP1 mod	E coli Lon inh	MLLE-PAM2 inh
COc1ccc(C(=O)C(CCC(CNC(C)(C)C)C(=O)c2ccc(OC)cc2)CNC(C)(C)C)cc1 (stereo not given)	-0.8	-6.6	-8.4	1.2	-0.1	-6.2	-4.4	-3.2	-3.4
CC1CN(C(=O)c2cccc(S(=O)(=O)NCc3ccccc3)c2)CC(C)O1 (stereo not given)	0.1	-3.3	-3.0	0.2	2.2	-6.1	-0.1	-2.2	7.5
CSc1nsc(SCC(=O)N2CCN(c3ccccc3)CC2)n1	-0.4	14.3	-1.7	-0.7	-2.1	6.3	-4.9	-3.5	-9.3
Cc1nn(CCCC(=O)NCCc2ccc(Cl)cc2)c(=O)c2nn(-c3ccccc3)c(C)c12	0.5	10.3	2.8	-1.5	6.2	1.1	5.1	-4.5	-18.1
CCN(c1cc(C)cc(C)c1)S(=O)(=O)c1nnc(NC(=O)C(C)C)s1	-0.5	17.1	-2.3	-0.9	-0.7	2.2	-0.5	6.7	-6.0
Cc1ccc(-c2nc3ccccn3c2NC(=O)c2ccco2)cc1	-0.6	4.7	-6.9	1.1	-2.2	-5.9	-12.5	-8.3	7.6
O=C(Cc1cccs1)N1CCN(S(=O)(=O)c2cc(Cl)ccc2Cl)CC1	-0.6	-2.4	-9.6	0.0	0.1	1.0	-1.3	-1.5	8.8
COc1cc(/C=C(/C#N)c2nc3ccccc3[nH]2)ccc1OCc1ccc(C(=O)O)o1	2.1	11.5	-4.0	2.5	-7.6	-1.7	-91.0	-9.9	-15.6
CNCc1ccccc1OCC(=O)Nc1ccccc1	-0.9	8.9	-13.1	-0.2	-3.9	-3.2	-14.4	6.0	5.4
COc1ccc(CN(CC(=O)NCc2ccc(F)cc2)C(=O)c2csnn2)cc1	0.7	12.7	-1.8	-1.3	-1.4	-1.8	-0.8	-1.8	7.6
COc1cc(NC(=O)COC(=O)CCOc2ccc(C)cc2)cc(OC)c1	-0.3	5.1	-2.8	2.2	1.7	8.8	8.7	6.5	-12.8
CN1CCc2c(sc3c2C(=O)NC(c2ccc4c(c2)OCO4)N3)C1 (stereo not given)	-1.5	-14.2	-13.0	0.3	-10.6	-8.3	6.5	-0.6	-67.9
Cc1cc2n(n1)C(c1sccc1C)Nc1c(C)cccc1-2 (stereo not given)	-1.6	-9.1	-12.0	1.6	-2.6	16.0	2.6	-2.9	1.1
Cn1c(=O)c2c(ncn2CC(=O)N/N=C/C(Br)=C/c2ccccc2)n(C)c1=O	0.0	-1.5	-2.7	0.3	0.8	1.3	6.6	-0.3	-10.6
O=C(NC1=NCCS1)Nc1ccccc1	-0.2	15.7	-3.1	-0.8	0.0	-6.1	-3.9	-8.0	-1.9
CC(=O)NCCC(=O)Nc1ccc(F)cc1C	-0.2	4.3	-0.1	0.7	2.8	-0.5	3.9	7.2	-1.7
COc1ccc(OC)c(NC(=O)C2C3CCC(C3=C(C)C)C2C(=O)O)c1 (stereo not given)	-0.2	0.1	3.6	0.5	0.7	-8.8	-6.0	-5.0	3.5
O=C(Nc1ccccc1C(=O)NCc1ccco1)NC1CCCCC1	-1.2	8.2	-1.8	0.3	-2.4	-2.9	20.1*	-9.2	8.3
CC(c1ccc(F)cc1)n1c(Cn2ncc3ccccc3c2=O)n[nH]c1=S (stereo not given)	-0.5	3.5	-2.7	1.0	4.1	-5.4	1.1	-0.4	4.6
O=C1[C@H]2[C@@H](c3ccccc3)N[C@]3(CCCN(Cc4ccc(F)cc4)C3=O)[C@H]2C(=O)N1Cc1ccccc1	-0.4	-1.2	-1.6	-0.4	1.2	9.3	7.2	1.4	10.6
CC1CCC(NC(=O)c2cc(S(=O)(=O)N3CCCCC3)c[nH]2)CC1 (stereo not given)	-0.6	-1.8	-7.3	2.1	-1.9	-1.4	0.4	-1.1	-9.7
O=C(O)c1cc2c(cc1NC(=O)c1c(F)cccc1F)OCCCO2	-0.2	10.4	-2.9	0.0	0.1	-8.2	11.9	-6.8	-2.5
COc1ccc(CCNC(=O)COC(=O)Cn2cnc3c2c(=O)n(C)c(=O)n3C)cc1	-0.5	20.7	-1.6	1.3	1.0	-6.8	2.4	-2.7	9.2
N#Cc1ccc(COC(=O)CSc2nnc(N)s2)cc1	0.1	4.3	-1.6	0.5	5.2	-12.5	-56.0	-14.7	-6.5
CSCCC(NC(=O)c1ccco1)C(=O)NCc1ccc(F)cc1 (stereo not given)	0.2	-7.9	-3.8	-0.1	-2.8	-5.6	-6.3	-1.3	-4.9
CCCc1cc(=O)[nH]c(SCC(=O)N2CCC(C)CC2)n1	-0.6	-8.3	-3.1	.	1.9	-4.8	5.0	-4.2	12.3
CC1=CC(C)(C)N2C(=O)C3(C(C#N)=C(N)OC4=C3C(=O)CC(C)(C)C4)c3cc(C)cc1c32 (stereo not given)	-0.9	-2.0	-3.0	-0.6	11.2	1.4	-9.7	4.2	-4.0
CCCCC(=O)Nc1ccc(C(=O)NNC(=O)CCc2ccccc2)cc1	-0.5	0.6	-3.0	-1.6	10.2	-11.0	-6.8	0.3	12.8

High-throughput results (PubChem)
